High-throughput results from PubChem BioAssay.
DT40 TDP1 CPT: growth inhibition of DT40 Tdp1-/-;hTDP1 cells with camptothecin (screen for TDP1 inhibitors) | chicken DT40 Tdp1-/-;hTDP1 cells + 20 nM CPT, ATP luminescence, 48 h | Potency, µM (top dose mostly 46.2 µM), inactives show at the highest dose activity change, negative = growth inhibition, actives largely listed as inhibitors | hit rate 12% among 420,000 | AID 686979; further: nearly all actives have a fitted effect of over 55% in size
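Chicken DT40 Tdp1-/- cells stably complemented with human TDP1 were seeded at 400 cells/well in medium containing 20 nM camptothecin, exposed to pin-transferred compounds, and grown at 37 °C for at least 48 hr. Viability was read as ATP luminescence.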
N370S GC: N370S glucocerebrosidase modulation, Gaucher chaperone candidate | N370S GC spleen homogenate, 4MU-glucoside fluorescence | Potency, µM (doses to about 59.4 µM), for the others: at the top dose activity change, negative = inhibition, actives largely listed as inhibitors | hit rate 0.092% among 330,000;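 further: 0% = full enzyme activity and -100% = no enzyme basal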
FEN1 inh: human FEN1 inhibition | P39748 | Recombinant FEN1 flap cleavage, fluorescence, 15 min | Potency, µM (doses to about 114 µM), inactives show at the top dose activity change, negative = inhibition, usual class: inhibitors | hit rate 0.35% among 390,000; further: nearly all actives have a fitted effect of over 65% in size
Target sequence (P39748 whole entry, looked up): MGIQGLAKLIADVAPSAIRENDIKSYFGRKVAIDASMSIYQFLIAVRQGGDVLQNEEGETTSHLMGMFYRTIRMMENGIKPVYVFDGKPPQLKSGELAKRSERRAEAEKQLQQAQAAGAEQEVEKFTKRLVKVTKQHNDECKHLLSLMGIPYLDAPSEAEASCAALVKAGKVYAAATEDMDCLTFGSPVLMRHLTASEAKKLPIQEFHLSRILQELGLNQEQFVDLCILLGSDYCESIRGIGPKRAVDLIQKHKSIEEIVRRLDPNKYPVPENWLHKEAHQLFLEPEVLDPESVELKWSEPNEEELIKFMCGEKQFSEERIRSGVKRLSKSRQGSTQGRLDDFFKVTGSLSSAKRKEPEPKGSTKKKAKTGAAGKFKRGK
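Quantitative HTS format: each compound was titrated, incubated with 10 nM nuclease for 15 min at room temperature, then challenged with flap substrate at 50 nM final. Signal change over 15 min gave concentration–effect curves.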
Active calls of the source: *; ? = inconclusive; . = no result given; & = joins results of further samples; [ ] = another dose, or the depositor's remark. The call rests on the fitted dose curve; in most records, active means well fitted curve in the direction sought with a large enough effect; inconclusive means small, poorly fitted or top-dose-only effect, or another doubt; inactive means no such curve, though single readings can be large; an effect the other way counts as inactive or inconclusive. Unless noted, on the % scale 0 is the no-effect control and ±100 the full control effect; potency means the concentration at half of the fitted maximal effect.

SMILES	DT40 TDP1 CPT	N370S GC	FEN1 inh
CCC1=C(c2ccc(C)cc2)S(=O)(=O)N=C1N1CCC(C(=O)NCCCN2CCCCC2)CC1	10%	0%	-1%
COc1ccccc1Nc1nc(N)nc(CSC(=S)N2CCCCC2C)n1 (stereo unspecified)	-6%	8%	-25%
Cc1c(C(=O)Nc2ccccn2)oc2c(Cl)cccc12	-26%	3%	-2%
Cn1c(C(=O)NCCN2CCc3ccccc3C2)cc2c(=O)[nH]c3ccccc3c21	?	-5%	-22%
Cc1nc(SCc2ccccc2F)c2oc3ccccc3c2n1	3%	18%	2%
CN(Cc1c(F)cccc1Cl)c1nnnn1-c1ccccc1	9%	0%	-6%
CCCS(=O)(=O)c1nc(S(=O)(=O)c2ccc(C)cc2)c(NCc2ccccn2)s1	?	7%	6%
Cc1[nH]nc(SCC(=O)N2CCCCCC2)c1[N+](=O)[O-]	2%	-2%	-9%
O=c1cc(-c2ccccc2)nc(Sc2ccc([N+](=O)[O-])cc2[N+](=O)[O-])[nH]1	?	.	-2%
O=C1CC(Sc2ncccn2)C(=O)N1c1ccccc1 (stereo unspecified)	14µM*	-1%	-2%
Cc1ccc(NC(=O)CSCC(=O)Nc2cccc(S(=O)(=O)N3CCCCCC3)c2)cc1	21µM*	.	1%
Cc1ccc(C(CNS(=O)(=O)c2ccc(F)cc2C)N2CCN(C)CC2)cc1 (stereo unspecified)	18µM*	-9%	-12%
Cc1ccc(-c2cc(C(=O)N3CC4(C)CC3CC(C)(C)C4)no2)cc1 (stereo unspecified)	18µM*	.	3%
COc1ccccc1NC(=S)NNC(=O)c1ccccc1	?	.	-15%
O=C(O)CN1C(=O)/C(=C\c2ccccc2OCc2ccc(F)cc2)SC1=S	1%	12%	-16%
COc1cc(C(=O)NCCN2CCCC2)cc(OC)c1OC	10%	-2%	9%
CC1(CC(=O)N/N=C/c2cc3c(cc2Br)OCO3)OCCO1	11%	-15%	1%
C[C@@H]1C(=O)O[C@H](C)[C@H]1C[C@@H](O)[C@](C)(O)C1CC[C@@]2(O)C3=CC(=O)[C@@H]4C[C@@H](O)[C@@H](O)C[C@]4(C)C3CC[C@]12C (stereo partly specified)	-3%	.	-14%
Cc1ccc(-c2nnc(SCC(=O)N3CCc4ccccc43)o2)cc1	6%	.	-3%
Nc1ccc(-c2nc3ccc(N)cc3o2)cc1	-29%	?	-18%
CCCCCCn1cnc2c(oc3nc4c(cc32)CCCC4)c1=O	23µM*	?	13%
CCCCOC(=O)C1[C@H]2C(=O)N(c3ccccc3CC)C[C@]23C=C[C@H]1O3 (stereo partly specified)	1%	-11%	9%
O=C(N/N=C/c1ccc(F)cc1)c1cc(-c2ccc3c(c2)OCO3)n[nH]1	15%	-15%	-2%
COc1cccc(-n2c(=O)c3c(C)c(C(=O)N(C)C)sc3n(CC(=O)NCC3CCCO3)c2=O)c1 (stereo unspecified)	5%	5%	-2%
COC(=O)C1=C(N)Oc2c(oc(CO)cc2=O)C1c1c(F)cccc1Cl (stereo unspecified)	-3%	13%	0%
CN(Cc1ccccc1)C(=O)COc1cc(=O)n(C)c2ccccc12	-5%	4%	-2%
C/C(=N/NC(=O)CNC(=O)Cc1ccccc1)c1ccc(Cl)cc1	3%	-8%	1%
O=C(CN(Cc1ccccc1)S(=O)(=O)c1ccc(F)cc1)NCCC1=CCCCC1	-20%	9%	-23%
Cc1ccc(S(=O)(=O)N2CCC(C(=O)N/N=C/c3cccnc3)CC2)cc1	-1%	-12%	3%
COCCCN1C(=O)c2ccc(C(=O)N3CCN(c4ccc(OC)cc4)CC3)cc2C1=O	-6%	-1%	0%
Cc1ccc2onc(CNC(=O)NCc3ccc(Cl)cc3)c2c1	-1%	.	-1%
O=c1cc(N=Nc2ccc(Cl)cc2)[nH]c(=O)[nH]1	0.52µM*	-5%	0%
COc1cccc(C(=O)C2CCCN(C(=O)CCC3=NNC(=O)CC3)C2)c1 (stereo unspecified)	-11%	9%	19%
O=C(O)c1cc(NCc2ccccc2)ccc1N1CCOCC1	-4%	-4%	-2%
COc1cccc(NC(=O)CN(C)C(=O)c2ccc(NC(=O)CC3SC(N4CCCC4)=NC3=O)cc2)c1 (stereo unspecified)	3%	.	-17%
COc1ccc(S(=O)(=O)Nc2cc3c(cc2NCc2ccccc2)n(C)c(=O)n3C)cc1OC	?	.	-7%
Cc1cccc(N(C)C(=O)CN(C)S(=O)(=O)c2ccc3[nH]c4c(c3c2)CCCC4)c1	23µM*	.	-11%
Cc1nn(C)cc1/C=N/NC(=O)c1ccco1	-2%	1%	-3%
Cc1nc(-n2nc(C)c(Cc3ccccc3Cl)c2C)sc1C(=O)N1CCC(C)CC1	-8%	.	-2%
Cc1ccccc1NC(=O)Cn1cccc1	12%	-16%	4%
CC(=O)c1ccc(NC(=S)N(C)C2CCN(C)CC2)cc1	-11%	1%	0%
Cc1ccc(CNCC(=O)Nc2ccc(C)cc2Br)cc1	-3%	-15%	-11%
O=C(Nc1ccccc1O)c1ccc2c(c1)C(=O)N(Cc1ccco1)C2=O	19%	0%	-8%
O=C(N/N=C\c1c(F)c(F)c(F)c(F)c1F)c1ccc(-c2ccccc2)cc1	-11%	3%	8%
COc1ccc(C(=O)C2CCCN(C(=O)C3=CCCC3)C2)c(C)c1 (stereo unspecified)	?	-12%	1%
Nc1ccccc1S(=O)(=O)C(F)F	2%	5%	14%
Cc1cc(C)n2ncc(C(=O)NCc3cccnc3)c2n1	4%	3%	1%
O=C(NC1CCCCC1)c1ccc(CS(=O)Cc2ccccc2Cl)o1 (stereo unspecified)	-19%	19%	6%
CCOC(=O)C1(Cc2ccccc2)CCN(Cc2cnn(C(C)C)c2)CC1	15%	2%	1%
O=C(O)CC(CC(=O)O)c1ccsc1	7%	.	-1%
COc1cc(C(=O)Nc2ccc3c(c2)C(=O)N(CCC(=O)O)C3=O)cc(OC)c1OC	23%	3%	8%
COCCOc1cc(N)c(Cl)cc1Cl	15%	-6%	-3%
COc1ccc(/C=N/NC(=O)c2ccc(Cn3cc([N+](=O)[O-])cn3)o2)cc1O	-4%	-6%	?
Cc1cccc(C(=O)NCc2nnc(SC(C)C(=O)Nc3nnc(C)s3)n2C)c1 (stereo unspecified)	-34%	-20%	3%
O=C(NC1CCCC1)C(c1ccncc1)N(C(=O)c1csnn1)C1CCCC1 (stereo unspecified)	2%	8%	2%
O=C(NCc1ccc2c(c1)OCO2)C1CCN(S(=O)(=O)c2cccs2)CC1	-20%	-11%	-15%
Cc1ccc(S(=O)(=O)c2nnn3c2nc(NC2CCCCCC2)c2sccc23)cc1C	15µM*	.	-23%
CCc1ccccc1NC(=O)CSc1nnc(-c2nonc2NC(C)=O)n1C	-28%	.	4%
O=C(Nc1ccc(Cl)c(S(=O)(=O)N2CCOCC2)c1)[C@@H]1CCCN1C(=O)c1cccs1	-3%	.	-9%
COC(=O)C1=C(C)NC(=S)NC1c1ccco1 (stereo unspecified)	27%	-1%	6%

Single values from above:
DT40 TDP1 CPT result of Nc1ccccc1S(=O)(=O)C(F)F is entered as 2%
FEN1 inh result of O=C(Nc1ccc(Cl)c(S(=O)(=O)N2CCOCC2)c1)[C@@H]1CCCN1C(=O)c1cccs1 is entered as -9%
N370S GC result of CCOC(=O)C1(Cc2ccccc2)CCN(Cc2cnn(C(C)C)c2)CC1 is entered as 2%
DT40 TDP1 CPT result of O=C(O)CC(CC(=O)O)c1ccsc1 is entered as 7%
FEN1 inh result of CCc1ccccc1NC(=O)CSc1nnc(-c2nonc2NC(C)=O)n1C is entered as 4%
FEN1 inh result of O=C(NC1CCCC1)C(c1ccncc1)N(C(=O)c1csnn1)C1CCCC1 (stereo unspecified) is entered as 2%
DT40 TDP1 CPT result of COc1ccc(/C=N/NC(=O)c2ccc(Cn3cc([N+](=O)[O-])cn3)o2)cc1O is entered as -4%

(further entries)
SMILES	DT40 TDP1 CPT	N370S GC	FEN1 inh
CCn1c(=O)n(CC(=O)N(C)Cc2ccccc2)c(=O)c2ccccc21	?	6%	20%
Fc1ccccc1/C=C/c1ccc2ccccc2n1	?	19%	-18%
O=C(C[C@H]1C/C=C/CC[C@@H](Cc2ccc(F)cc2)C(=O)OC[C@H](c2ccccc2)NC1=O)NCCO	-14%	.	-10%
CN(C)C(=O)Oc1ccc[n+](C)c1	4%&-7%	9%&4%&-3%	23%
O=C1C2C3C=CC(C3=C(c3ccccc3)c3ccccc3)C2C(=O)N1Cc1ccccc1 (stereo unspecified)	?	1%	-4%
COc1ccc(Cl)cc1N(CC(=O)NCCSc1ccccn1)S(=O)(=O)c1ccccc1	?	7%	-23%
N#CC1=C(N)OC2=C(C(=O)CCC2)C1Cc1ccccc1 (stereo unspecified)	-18%	.	-3%
COc1ccc(C(=O)NC23CC4CC(CC(C4)C2)C3)cc1OC	-27%	-1%	19%
Cc1oc(-c2ccccc2)nc1C(=O)Nc1nccs1	-7%	15%	2%
COc1ccc(N(C(=O)c2snc(C(N)=O)c2N)C(CC(C)C)C(=O)NCC2CCCO2)cc1 (stereo unspecified)	2%	11%	12%
CC(C)COc1ccccc1C1CC(=O)Nc2cc3c(cc21)OCO3 (stereo unspecified)	2.6µM*	.	-5%
CNC(=S)N1CCN(c2ccccn2)CC1	0%	-5%	-3%
O=C1NCCN1CCNS(=O)(=O)c1ccc(F)cc1	-5%	1%	6%
C=CCNC(=S)NNC(=O)c1cc(Cl)ccc1OC	26%	1%	2%
COC(=O)CN(c1ccc(OC)cc1)S(=O)(=O)c1ccc(OC)c(OC)c1	0%	2%	-8%

Overlap with the part before: 5 compounds; new compounds follow.
SMILES	DT40 TDP1 CPT	N370S GC	FEN1 inh
CC(C)COc1ccccc1C1CC(=O)Nc2cc3c(cc21)OCO3 (stereo unspecified)	2.6µM*	.	-5%
CNC(=S)N1CCN(c2ccccn2)CC1	0%	-5%	-3%
O=C1NCCN1CCNS(=O)(=O)c1ccc(F)cc1	-5%	1%	6%
C=CCNC(=S)NNC(=O)c1cc(Cl)ccc1OC	26%	1%	2%
COC(=O)CN(c1ccc(OC)cc1)S(=O)(=O)c1ccc(OC)c(OC)c1	0%	2%	-8%
Clc1cccc(CN2CCN(Cc3nc(CCc4ccccc4)no3)CC2)c1	?	-3%	-23%
CN(C(=O)c1cc(S(=O)(=O)N2CCc3ccccc32)cn1C)C1CCCCC1	21µM*	-23%	9%
Cc1ccc(-c2n[nH]c(=S)n2Cc2ccccc2)cc1	-28%	11%[12.8 µM]	-13%
Cc1nc(CC(=O)Nc2cccc(C)c2C)cs1	-3%	.	11%
COc1ccccc1NC(=O)c1c(Nc2ccccc2F)sc(C(=O)Nc2cccc(Cl)c2)c1N	?	-25%	-20%
CCOC(=O)C1CCN(c2nc3c(S(=O)(=O)c4ccccc4)nnn3c3ccc(Cl)cc23)CC1	23µM*	.	9%
COc1ccc(/C=C/C(=O)NC(=S)N2CCN(c3ccccn3)CC2)cc1OC	?	1%	-5%
C[C@@H]1CN([C@H](C)CO)C(=O)Cc2cc(NC(=O)Nc3ccccc3)ccc2O[C@@H]1CN(C)Cc1ccc2c(c1)OCO2	?	.	-10%
COc1ccc(CNc2nn[nH]n2)cc1OC	10%	3%	6%
O=C(CN(Cc1ccccc1)S(=O)(=O)c1ccc(Cl)cc1)NCC1CCCO1 (stereo unspecified)	-6%	-14%	7%
Cc1cc(C)c(NC(=O)CSc2nc3ccccc3c3nc(CCn4cncc4C)nn23)c(C)c1	13µM*	.	-8%
CNc1ncc(C(=O)c2ccc(Cl)cc2)s1	-10%	1%	-11%
O=C(CSc1cccc[n+]1[O-])c1ccc(-c2ccccc2)cc1	0.92µM*	-3%	12%
O=C(NNc1ccccc1[N+](=O)[O-])NC1CCCCC1	-4%	-4%	1%
Cc1[nH]n(C(N)=S)c(=O)c1N=Nc1ccc(S(=O)(=O)N2CCCCCC2)cc1	?	-22%	2%
Cc1cc(C(=O)Nc2nncs2)oc1C	-2%	3%	-1%
O=C1C(Cl)=C(N2CCCCCC2)C(=O)N1c1ccccc1Cl	-6%	5%	-17%
O=c1c2ccccc2nnn1COc1cccc(Cl)c1	-29%	6%	9%
CC(c1ccncn1)N(C)Cc1nc(Cc2ccccc2F)no1 (stereo unspecified)	5%	-7%	2%
COc1ccc(C2(C(=O)N3CCOCC3)CCCC2)cc1	4%	5%	10%
COc1cc(OC)c(NC(=O)CCc2nc(-c3ccc(C)cc3)no2)cc1Cl	18µM*	-6%	8%
COc1cc(NC(=O)C2CC(=O)N(Cc3ccco3)C2)cc(OC)c1 (stereo unspecified)	3%	-1%	3%
COc1cccc(-c2sc3ccc(OC)cc3c2C#CC2(O)CCCCC2)c1	?	.	-7%
COc1ccc(Cl)cc1NC(=O)c1ccccc1C	-24%	8%	-6%
COCc1ccc(-c2c(-c3ccc(OC)cc3)oc(=O)c3cc(OC)c(OC)cc23)cc1	?	.	-24%

An excerpt, so the mix of outcomes need not match the whole.
